mcGAS inh: cyclic GMP-AMP synthase inhibitors, mouse, primary biochemical chemiluminescence | recombinant cGAS, Kinase-Glo ATP depletion luminescence | inhibition, % at 12.5 µM | AID 1259399, 2018 | Q8C6L5 | actives 0.15% (n = 160,000);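 note: 0% = negative control wells and 100% = reference inhibitor with no enzyme activity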
hcGAS lum: Primary biochemical luminescence assay for human cyclic GMP-AMP synthase inhibitors; Q8N884; inhibition, % at 12.5 µM; AID 1259398, 2018; actives 0.081% (n = 290,000); recombinant h-cGAS, ATP depletion, Kinase-Glo luminescence;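 note: 0% = vehicle reaction and 100% = reaction without DNA for no activity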
Target sequence (Q8N884 whole entry, looked up): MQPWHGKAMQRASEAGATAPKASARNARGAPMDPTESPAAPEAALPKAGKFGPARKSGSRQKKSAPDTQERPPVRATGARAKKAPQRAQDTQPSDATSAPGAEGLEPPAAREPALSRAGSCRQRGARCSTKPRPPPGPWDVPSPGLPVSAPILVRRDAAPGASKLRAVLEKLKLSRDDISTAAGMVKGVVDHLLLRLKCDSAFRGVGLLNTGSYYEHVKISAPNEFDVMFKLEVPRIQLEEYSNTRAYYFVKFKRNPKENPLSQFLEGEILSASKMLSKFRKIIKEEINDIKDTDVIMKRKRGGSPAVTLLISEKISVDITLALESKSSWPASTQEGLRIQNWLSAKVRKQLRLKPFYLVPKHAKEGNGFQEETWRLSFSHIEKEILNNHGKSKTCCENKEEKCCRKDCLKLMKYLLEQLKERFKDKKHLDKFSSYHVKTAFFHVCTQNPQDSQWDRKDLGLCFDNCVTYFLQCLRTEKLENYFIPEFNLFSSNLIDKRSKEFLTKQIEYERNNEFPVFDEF
NPYLR7 ag: agonists of mosquito NPYLR7 receptor, primary screen, cell-based, Aedes aegypti, calcium fluorescence, mosquito biting behavior | activation, % at 10 µM | AID 1259423, 2018 | actives 0.15% (n = 270,000) | HEK293T NPYLR7/Galpha15, GCaMP6s calcium fluorescence | Aedes aegypti neuropeptide Y-like receptor 7 (NPYLR7); in the data active = activation above about 40%;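 note: 0% = vehicle and 100% = reference agonist at the receptor; some compounds past the cut are filed as inactive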
An asterisk follows results filed as active; . = no result given; & = joins results of further samples. Cut-off read from the data, not from the text of the source, unless noted: active = inhibition above about 40%; inactive = the rest.

SMILES	mcGAS inh	hcGAS lum	NPYLR7 ag
Cc1ccc(-n2nc(C)c(CC(=O)NC(C)c3ccncc3)c2C)cc1Cl (stereo not given)	.	-1	6
CN(CC(=O)N1CCOCC1)S(=O)(=O)c1ccc(C(=O)NCc2cccnc2)o1	.	0	2
CCOC(=O)C1=C(O)C(=O)NC(c2ccccc2)=C(OCC)C1	.	7	-4
Cn1c(-c2nc3ccccc3c(=O)[nH]2)c(O)c2cccnc21	.	-2	50
CC1(C)C(NC(=O)c2ccc(-n3cccn3)cc2)C2CCCOC21 (stereo not given)	-16	-10&-6	8&4
CCCn1c(=O)c2c(nc3n2CC(C)=NN3Cc2ccc(F)cc2)n(C)c1=O	.	0	-8
COc1cccc(C(=O)N2C(C(=O)NC3CC3)COC23CCN(C(=O)c2c(OC)cccc2OC)CC3)c1 (stereo not given)	-7	-9	-1
COC(=O)C1CCN(C(c2ccccc2F)C2Sc3nc(C)nn3C2=O)CC1 (stereo not given)	-7	-12	1
Cc1ccnc(SCc2cc(=O)n3[nH]c(C)c(-c4ccc(F)cc4)c3n2)n1	.	-4	-18
COc1ccccc1C(=O)C1CCCN(C(=O)C2=CC(=O)CC(C)(C)O2)C1 (stereo not given)	.	-13	21
CN(C)Cc1ccc(-c2cccc(CO)c2)cc1	-18	-4	3
COc1cc([C@@H]2c3cc4c(cc3[C@@H](O[C@@H]3O[C@@H]5CO[C@@H](C)O[C@H]5[C@H](O)[C@H]3O)[C@H]3COC(=O)[C@H]23)OCO4)cc(OC)c1O	.	-1&-4	0&-7
CC(C)c1nnc(CN2CCC(N(C)C(=O)OC(C)(C)C)C2)o1 (stereo not given)	.	-5	4
Cc1noc(-c2ccc(C(C)(C)C)cc2)c1C(=O)NCc1cccc(Cl)c1	-5	-2	29
CC(C)c1nc(CNC(=O)c2ccc(N(C)C3CCCCC3)nc2)no1	.	-8	14
Cc1cccc(-c2ncc(CNCC3CCCN(C(=O)C(C)C)C3)cn2)c1 (stereo not given)	.	-6	3
CCCCN(C)S(=O)(=O)c1ccc2c(c1)nc(SCCCC#N)n2C1CCCC1	-6	-4	-4
NC(=O)c1ccc(C(F)(F)F)nc1N1C[C@@H]2[C@H](C1)[C@H]1CC[C@@H]2O1	.	-4	0
COc1ccc(OC)c2sc(N(Cc3cccnc3)C(=O)c3ccc(Cl)s3)nc12	-6	-3	-9
O=C(NC1(c2ccccc2)CC1)c1cc(COc2cccc(C(F)(F)F)c2)on1	-8	-5	-1
CC(C)(C)CC(=O)N[C@@H]1C=C(C(=O)NCC(N)=O)C[C@@H](O)[C@@H]1O	-4	-3	-5
O=C1NC(=Nc2ccc(Br)cc2)SC1Cc1cccc(C(F)(F)F)c1 (stereo not given)	-7	0	-2
CCCCN(C)c1c(C)nc2c(OCCOc3ccc(F)cc3)cccn12	-2	-3	9
CC(C)Sc1nc(N2CCOCC2)c2c(c1C#N)CC(C)(C)OC2	-4	-2	2
O=S(=O)(Nc1ccc(OC(F)F)cc1)c1cccc2cccnc12	-4	0	-3
Additional results:
SMILES	mcGAS inh	hcGAS lum	NPYLR7 ag
CCOc1c(CC)cnc2c1c(=O)n(CC(=O)N1CCC(C)CC1)c(=O)n2C	.	-8	-2
Cc1cc(C(C)NC(=O)c2cc3c(cc2O)OCO3)c(C)s1 (stereo not given)	.	-7&-10	6&2
Cc1nc(C)c2c(C)c(C(=O)N3CCC(NC(=O)NC4CCCCC4)CC3)sc2n1	.	1	0
CNC(=O)c1ccc(Oc2nccc(C(F)(F)F)n2)cc1	.	-6	0
CC1(C)NC(=O)N(CC(O)CN2C(=O)CCC2=O)C1=O (stereo not given)	-5	0	3
CCN(CC)C(=O)C1(P(=O)(c2ccccc2)c2ccccc2)CCC1	.	6	-5
CC(=O)N1CCc2cc(NC(=O)C(C)n3c(=O)oc4ccccc43)ccc21 (stereo not given)	-4	-9	11
CCCCSc1n[nH]c(=S)s1	.	-1	6
Cc1nn(-c2ccc(F)cc2)c2nc(Cc3ccccc3)nc(N3CCCN(C(=O)c4cccc([N+](=O)[O-])c4)CC3)c12	-9	-4	-5
N#Cc1cn(-c2ccc(NC(=O)c3c(F)cccc3F)cc2)nc1N	.	2	4
C=C(C)Cn1c(=O)c2c(nc3n2C(C)C(C)=NN3CC(=O)OCC)n(C)c1=O (stereo not given)	-7	0	4
CCOCCOc1nc(-c2cccc(F)c2)n(-c2ccc(NC(=O)CSc3ccccc3)cc2)n1	-7	-3	23
Cc1ccc(CNC(=O)Cn2nnc(C(=O)Nc3ccc(Br)cc3)c2N)cc1	-5	-1	-12
Cc1nc2c(OCc3ccc(Cl)cc3)cccn2c1N(C)Cc1cccs1	-3	0	14
Cc1noc(C)c1Cn1c(C)c(C(=O)NCc2ccc3c(c2)OCCO3)sc1=O	.	-9	10
CC(C)(C)c1ccc(N2C(=O)/C(=C/c3ccc([N+](=O)[O-])cc3)C=C2c2ccccc2)cc1	-6	-7	-1
COc1ccc(OC)c2sc(N(Cc3ccccn3)C(=O)c3cccc(S(C)(=O)=O)c3)nc12	-8	-7	0
Cc1ccc(S(=O)(=O)n2ccnc2C)cc1C	-4	0	3
CC(Nc1ccc2c(c1)OCO2)C(=O)Nc1ccc(Cl)cn1 (stereo not given)	.	0	-2
Cc1c(Br)c(C(F)(F)F)nn1CC(=O)Nc1sc2c(c1C#N)CCCCC2	.	-8	0
CCOC(=O)[C@H]1C[C@]2(CCCCN(CCOC)C2=O)N(C(=O)Cc2ccc(F)cc2)[C@H]1c1ccccc1	-6	-3	0
CN1[C@@H](CCC(=O)Nc2ccccc2)CNC(=O)[C@@H]2[C@H]1CCN2C1CCOCC1	-8	-3	-4
COc1cc(CC(=O)NC2CCCCCCC2)cc(OC)c1OC	-4	-1	-1
CCOC(=O)c1c(C)[nH]c(C)c1C(=O)COC(=O)c1ccc(Br)o1	-7	-9	-4
O=C(CN1CCN(Cc2nc3ccsc3c(=O)[nH]2)CC1)N1CCCCCC1	.	-9	4

5 successive entries out of the list so far:
SMILES	mcGAS inh	hcGAS lum	NPYLR7 ag
CCOC(=O)[C@H]1C[C@]2(CCCCN(CCOC)C2=O)N(C(=O)Cc2ccc(F)cc2)[C@H]1c1ccccc1	-6	-3	0
CN1[C@@H](CCC(=O)Nc2ccccc2)CNC(=O)[C@@H]2[C@H]1CCN2C1CCOCC1	-8	-3	-4
COc1cc(CC(=O)NC2CCCCCCC2)cc(OC)c1OC	-4	-1	-1
CCOC(=O)c1c(C)[nH]c(C)c1C(=O)COC(=O)c1ccc(Br)o1	-7	-9	-4
O=C(CN1CCN(Cc2nc3ccsc3c(=O)[nH]2)CC1)N1CCCCCC1	.	-9	4

(list continues)
SMILES	mcGAS inh	hcGAS lum	NPYLR7 ag
O=C(Nc1cccc(C(F)(F)F)c1)c1c(O)c2ccccc2[nH]c1=O	-4	-3	-8
Cc1ccsc1C1SCC(=O)N1CC(O)c1ccccc1 (stereo not given)	-5	-5	-3
Cc1cc(C)cc(-n2nnc3c(=O)n(CC(=O)NCc4ccco4)cnc32)c1	-6	-3	1
Cc1cccc(C)c1N1c2c(n(Cc3ccccc3)[nH]c2=O)-c2ccccc2S1(=O)=O	-10	-4	25
O=C(Nc1nncs1)c1ccc(CSC(F)F)o1	15	-9	-1
CCOC(=O)Cc1c(C)nc2ncnn2c1N1CCN(S(=O)(=O)c2ccc(F)c(F)c2)CC1	-6	-1	30
CCOc1ccc(S(=O)(=O)NC2CCN3CCCCC23)cc1C (stereo not given)	.	-4	7
O=C(c1cc(F)cc(F)c1)N1CCN(c2c3c(nc4ncnn24)CCC3)CC1	-5	-5	.
c1ccc2nc(CN3CCN(c4ncnc5ccccc45)CC3)ccc2c1	.	-6	-1
Cc1nn(C)c2ncc(C(=O)N3CCC(c4c[nH]c5ccc(F)cc45)CC3)c(Cl)c12	-5	-4	5
O=C1C(=Cc2cccc(O)c2)SC(=S)N1c1ccccc1O	-6	-1	-4
CCOC(=O)Cc1c(C)nc2ncnn2c1N1CCN(S(=O)(=O)c2cc(Cl)ccc2OC)CC1	-5	-2	.
CCOc1cc(/C=C2/SC(=S)N(CC(=O)O)C2=O)ccc1OCc1ccc(F)cc1	-3	-5	-9
CCC(O)CN(CCC(C)C)Cc1cccn1Cc1cccc(OC)c1 (stereo not given)	-4	-1	-5
Cc1cc(C2=NNC(=NCc3ccc4c(c3)OCO4)SC2)c(C)n1Cc1ccco1	.	1	3
O=C(C(Cc1cnc[nH]1)n1cccc1)N1CCN(c2ccccc2)C(=O)C1 (stereo not given)	.	-7	2
Cc1cccc(OCCN(C)Cc2nc3cc(Cl)ccc3c(=O)[nH]2)c1	.	-1	3
Cc1ccc(NC(=O)c2sc(=O)n(Cc3ccc(Cl)c(Cl)c3)c2C)cc1	.	-9	14
CN(C)CCn1c2c(c(SCC(=O)Nc3cccc(C(F)(F)F)c3)nc1=O)CCCC2	-8	-11	-2
CCOc1ccc(N2C(=O)/C(=C/c3cc(C)n(-c4ccc(C)cc4)c3C)C(=O)NC2=S)cc1	-5	-3	12
CCCS(=O)(=O)N1CCC(NCc2nc3ccccc3n2CC)CC1	.	-6	-4
O=C(NCc1ccc(Cl)cc1)N(CCc1ccccc1)Cc1ccccn1	.	-8	2
Cc1ccc(S(=O)(=O)Nn2c(C)ccc2C)cc1	.	-3	-6
CCCCC(=O)NCc1ccc2c(c1)cc(C)n2C	-7	-4	4
CC(C)c1cc(NC(=O)c2cnc(C(C)(C)C)s2)n[nH]1	.	-4	2

The list goes on; the last seven above are carried over.
SMILES	mcGAS inh	hcGAS lum	NPYLR7 ag
CN(C)CCn1c2c(c(SCC(=O)Nc3cccc(C(F)(F)F)c3)nc1=O)CCCC2	-8	-11	-2
CCOc1ccc(N2C(=O)/C(=C/c3cc(C)n(-c4ccc(C)cc4)c3C)C(=O)NC2=S)cc1	-5	-3	12
CCCS(=O)(=O)N1CCC(NCc2nc3ccccc3n2CC)CC1	.	-6	-4
O=C(NCc1ccc(Cl)cc1)N(CCc1ccccc1)Cc1ccccn1	.	-8	2
Cc1ccc(S(=O)(=O)Nn2c(C)ccc2C)cc1	.	-3	-6
CCCCC(=O)NCc1ccc2c(c1)cc(C)n2C	-7	-4	4
CC(C)c1cc(NC(=O)c2cnc(C(C)(C)C)s2)n[nH]1	.	-4	2
CC(C)(C)CC(=O)Nc1ccc2nc(-c3ccco3)nn2c1	-5	-2	3
O=C(CCCC1CCCCC1)NNC(=O)CC12CC3CC(CC(C3)C1)C2	-7	-4	8
CCc1nc2n(n1)C(=O)C(C(c1ccc(OC)cc1)N1CCN(CCO)CC1)S2 (stereo not given)	-8	-7	-1
OCC1(C2=NOC(O)(C(F)(F)F)C2)CCCCC1 (stereo not given)	0	5	.
CCn1cnnc1CN(C)C(=O)c1ccc2c(c1)OCCN2C	-13	-5	0
CCSc1ncc(-c2nccn2-c2ccc(-c3n[nH]c(C)n3)cc2)cn1	-14	-9	5
Cc1nn(CCCC(=O)NCCC(C)C)c(=O)c2cc3sccc3n12	-5	-5	5
Cc1ccc(CN(CCc2c[nH]c3ccccc23)C(=O)CN(C(=O)c2ccc(F)cc2)C(C)C)cc1	-3	-4	1
O=[N+]([O-])c1ncccc1OCc1cc(Cl)cc2c1OCOC2	.	-6	4
O=C(CCCSc1ccc(NC(=O)C2CC2)nn1)NCc1cccnc1	-6	-6	0
Cc1nn2cccnc2c1C(=O)NCc1ccc(OC(C)C)c(F)c1	.	-4	-1
Cc1ccc(OCc2nn3c(C(F)(F)F)nnc3s2)cc1	.	-11	14
COc1c(S(=O)(=O)n2cnc3ccccc32)ccc(Cl)c1Cl	.	-11	13
CN(Cc1cc2n(n1)CCCNC2)Cc1nc(-c2ccccn2)no1	.	-2	8
CCc1ccc(/C(C)=N\Nc2nc(-c3ccccc3)nc(C)c2C)cc1	-6	-3	-10
CC1Nc2nc(N(C)C)[nH]c(=O)c2NC1C (stereo not given)	.	4	-9
COc1cc(OC)cc(C(=O)NC2CCc3[nH]c4ccc(Br)cc4c3C2)c1 (stereo not given)	-2	-4	7
Cc1cc(Br)ccc1N(C)S(=O)(=O)c1cc2c(c(C(=O)O)c1)OCCO2	.	-6	9
Clc1cc(NOCc2ccccc2)ncn1	-6	-7	-3
C=C(Br)CNC(=O)NC1CCN(CC2CCCC2)CC1	.	-8	-2
O=S(=O)(c1ccc(=S)[nH]c1)N1CCCC1	-7	-3	3
CCCCOc1ccc(C2=N/C(=C/c3cccs3)C(=O)O2)cc1	.	2	4
O=c1ccc(-c2ccc(Cl)cc2)nn1CCNS(=O)(=O)c1cccc(C(F)(F)F)c1	-11	-9	0
Cc1cc(C)cc(NC(=O)C2CCN(c3ccc4nnc(C(F)(F)F)n4n3)CC2)c1	.	4	-5
O=C(NCC1COc2ccccc2O1)c1cn(CCc2ccccc2)nn1 (stereo not given)	-6	-4	-1
(listing goes on)
SMILES	mcGAS inh	hcGAS lum	NPYLR7 ag
COc1ccc(C(=O)N(CCN2CCOCC2)Cc2c(-c3ccccc3)noc2N2CCCCC2C)cc1 (stereo not given)	-6	-4	9
COC(CNC(=O)c1c(O)nc2c(C)cccn2c1=O)OC	-8	-12	-2
Brc1cc(CSc2cn[nH]n2)c2ncccc2c1	.	-3	7
N#Cc1cccc(S(=O)(=O)N2CCN(c3nc4nccc(-c5cc(Cl)ccc5Cl)n4n3)CC2)c1	-7	-5	4
CC(=O)CC1(O)C(=O)N(CCCOc2ccccc2)c2c(C)cc(C)cc21 (stereo not given)	-6	-6	9
CCN(Cc1ccc(C)o1)C(=O)c1ccc(C#CC(C)(C)O)cc1	-17	-2	9
CCOC(=O)C1(C)CCCCN1C(=O)c1cccc(OC(F)(F)F)c1 (stereo not given)	.	-12	1

Source: PubChem (Fisher Drug Discovery Resource Center)
